Screening results as filed in PubChem.
mHTT CaM bind: disrupts binding of mutant huntingtin to calmodulin; 3.6% of 190,000 active; P42858; inhibition, % at 15 µM; AlphaScreen His-mHTT/GST-CaM binding, luminescence;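 also: 0% = both proteins with DMSO and 100% = one protein alone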
Pf apPOL inh: Pf-apPOL DNA polymerase inhibition; Recombinant Pf-apPOL, molecular beacon fluorescence, 1.5 h; inhibition, % at 10 µM; 0.25% of 210,000 active
Numbers without * were called inactive; i = inactive; nt = not tested or not shown; & = joins results of further samples. Rule as the data show it: active = inhibition above about 50%; inactive = the rest.

SMILES | mHTT CaM bind | Pf apPOL inh
CCOc1ccc(C2C3=C(CCCC3=O)Nc3c2c(=O)n(C)c(=O)n3C)cc1OC (stereo unspecified) | -1 | 7
CCCC(C)C(=O)Nc1nnc(COC)s1 (stereo unspecified) | -1 | 4
O=C(CSc1ncccc1C(=O)NCc1cccnc1)Nc1cccc(C(F)(F)F)c1 | 16 | -2
CC(C)CNC(=O)C1CCc2sc(C(=O)N3CCCCC3)cc2C1 (stereo unspecified) | 4 | -2
CCN(CC)S(=O)(=O)c1ccc2oc(C(=O)NC3CC3)c(C)c2c1 | 2 | -9
CNC(=O)CSc1nnc(N2CCN(C(=O)Cc3ccc([N+](=O)[O-])cc3)CC2)s1 | -17 | -8
Cc1nn(-c2ccccc2)c2c1C(c1cccnc1)C(C#N)=C(N)O2 (stereo unspecified) | 2 | -4
CN(C)c1ccc(-c2nnc(SCc3ccccc3)o2)cc1 | -3 | 1
COc1ccc(CNC(=O)C2CCN(S(=O)(=O)c3ccc(C)cc3)CC2)cc1 | -4 | 0
COc1ccc(/C=C2\N=C(c3ccc([N+](=O)[O-])cc3Cl)OC2=O)c(OC)c1 | 4 | -2
O=C(Nc1cnc(N2CCCC2)nc1)c1ccc(F)c(Cl)c1 | -2 | -1
O=C(CSCCSCC(=O)c1ccc(F)cc1)c1ccc(F)cc1 | nt | -5
O=C(O)CNS(=O)(=O)c1ccc2c(c1)C(=O)c1cc(S(=O)(=O)NCC(=O)O)ccc1-2 | 0 | -2
COc1ccc(Cl)cc1NC(=O)C1(c2cccs2)CCCC1 | -54 | -5
COc1ccc(C2=N/C(=C\c3cccc(Br)c3)C(=O)O2)cc1[N+](=O)[O-] | 4 | 2
Cc1ccc(NC(=O)O/N=C/c2ccc(N(C)C)cc2)cc1 | i | 3
Cc1ccc(-c2nc(S(=O)(=O)c3ccc(Cl)cc3)c(N3CCOCC3)o2)cc1 | 3 | -8
O=C(NC1CCCCC1)c1cc2c(s1)CN(C1CC1)C2 | 36 | 6
COCCC1CCN(C(=O)CCc2ccc(OC)cc2)CC1 | -4 | 0
Clc1ccc(SCCc2nc3ccccc3o2)cc1 | -2 | -4
Cc1ccc(C)c(C(=O)Nc2ccc3ncnc(N4CCCCC4)c3c2)c1 | 23 | 1
COc1ccc(C(NC(=O)c2ccc(=O)[nH]c2)C(=O)Nc2ccc(C(C)C)cc2)cc1 (stereo unspecified) | 29 | 4
Cc1ccc(N=Cc2cc3c(cc2[N+](=O)[O-])OCO3)cc1I | 55* | -8
O=C(NC(c1ccccc1)c1ccccc1)c1ccc(F)cc1 | -2 | -5
COC(=O)c1ccccc1S(=O)(=O)N1CCC(c2nc3ccncc3n2CC(C)C)C1 (stereo unspecified) | 4 | -3

(more compounds)
SMILES | mHTT CaM bind | Pf apPOL inh
O=C1CN(C(=O)C2CC2)C(c2ccc(F)cc2)c2cc(Br)ccc2N1 (stereo unspecified) | 16 | 4
CCCCc1c(C)c(C#N)c2nc3ccccc3n2c1NCCCN1CCOCC1 | -2 | 2
O=C(CCS(=O)(=O)c1ccc(Br)s1)NCCc1ccc(Cl)cc1 | -6 | -9
Cc1ccc(NC(=O)C(=O)NCC2(O)CCOCC2)cc1N1CCCC1=O | -17 | -7
O=C(Nc1cccc(N2C(=O)CCC2=O)c1)c1ccccc1 | -3 | -6
COc1ccc(NC(=O)N2CCc3c(nc4cc[nH]n4c3=O)C2)cc1Cl | 13 | 4
CC1=C(c2ccc(C)c(C)c2)S(=O)(=O)N=C1N1CCCN(C(=O)C2CC2)CC1 | 1 | -7
NNC(=O)c1cc(-c2ccc(Br)cc2)n[nH]1 | 3 | -6
COC(=O)/C=C/c1ccc2c(c1)S(=O)(=O)N(C1CCCC1)[C@H]2CC(=O)OC | -3 | -5
CCc1ccc(CNC(=O)C2c3ccccc3CC(=O)N2C(C)C)cc1 (stereo unspecified) | 12 | 3
O=C(CSc1nc2c(c(=O)n1-c1ccc(Cl)cc1)SCC2)NCCc1ccccc1 | 2 | -5
Cc1c(C(=O)NCc2ccccn2)oc2ccc(S(=O)(=O)N3CCC(C)CC3)cc12 | 11 | 2
CCOc1cc(C2C=C(c3cccc([N+](=O)[O-])c3)Nc3nnnn32)ccc1OC(F)F (stereo unspecified) | 5 | 9
COc1ccc(-c2cn(CCc3c[nH]c4ccccc34)nn2)cc1 | 6 | -6
O=[N+]([O-])c1cccc(/C=C/c2nc(C=Nc3ccc(I)cc3)c(O)o2)c1 | 6 | 12
Brc1c(CSc2nncn2-c2ccccc2)nc2ncccn12 | -3 | -6
COC(=O)C(C)Oc1ccc2c(C)c(-c3ccc(OC)c(OC)c3)c(=O)oc2c1 (stereo unspecified) | 6 | -6
CCc1cc(Br)ccc1NC(=O)CN1C(=O)C2C3CCC(C3)C2C1=O (stereo unspecified) | 0 | 1
Cc1csc2c(N3CCN(S(=O)(=O)c4ccc(Cl)cc4)CC3)ncnc12 | nt | 1&-1
N#CC1=C(c2ccc(Cl)cc2)COC1=O | nt | -1
COCC(=O)N1CCN(c2ccc(C(C)C)cc2)C(=O)C1C (stereo unspecified) | -6 | 3
COCCN=C1Nc2ccccc2NC12CCCN(C(=O)Nc1ccc(OC)cc1C)C2 (stereo unspecified) | 70* | -2
COc1ccc(-c2c(C)oc3cc(OC(=O)C(C)(C)C)ccc3c2=O)cc1 | -3 | 4
COc1ccc(C(=O)N(C)c2ccccc2)cc1[N+](=O)[O-] | 3 | 6
Cc1ccccc1C(=O)N1CCN(c2nc(CN3CCC(C)CC3)cs2)CC1 | 5 | 0

(listing goes on)
SMILES | mHTT CaM bind | Pf apPOL inh
Cc1ccc(Cn2cnc3c(cnn3-c3ccccc3)c2=O)c(C)c1 | -7 | -2
Cc1ccc(NC(=O)c2cc(C)n3nc(C)cc3n2)c(C)c1 | -3 | 0
COc1ccc(CC(=O)N2CCC(c3nncn3C(C)C)CC2)cc1 | -6 | -2
CCc1ccc(NC(=O)N2CC3CCCN3c3ccccc32)cc1 (stereo unspecified) | 91* | 0
OC(COCCC12CC3CC(CC(C3)C1)C2)CN1CCCCC1 (stereo unspecified) | -2 | 7
CCOC(=O)C(Cc1ccccc1)NC(=O)Nc1ccccc1 (stereo unspecified) | nt | -11
N#CC(=Cc1ccc[nH]1)C(=O)NCc1ccncc1 | nt | 4
CCN1CCC(NC2c3ccccc3-c3ccccc32)CC1 | -3 | -7
O=C(Nc1ccc(F)cc1)c1ccc(Cn2c(=O)[nH]c3ccsc3c2=O)cc1 | 3 | -3
Cc1cc(NC(=O)C2CCN(C(=O)c3ccccn3)CC2)no1 | -12 | -3
N#C/C(=C\c1ccc(OCc2c(F)cccc2Cl)cc1)c1nn(CCO)c(N)c1C#N | 38 | 2
O=C1CCCc2oc3ccc(NS(=O)(=O)c4ccc(F)cc4)cc3c21 | -2 | -4
COc1cccc(OC)c1C(=O)Nc1cc2c(c([N+](=O)[O-])c1C)C(C)(C)CC2(C)C | nt | -1&-13
Cc1ccc2c(c1Br)C(=O)C(=O)N2 | 3 | 2
O=C(NCc1cccc(Cl)c1)c1cn2c(n1)COCC2 | 10 | 0
COc1cc(C(=O)NCCOc2ccc(F)cc2)c([N+](=O)[O-])cc1OC | -15 | -2
CCN1CCN(Cc2nc3ccc([N+](=O)[O-])cc3c(=O)n2-c2ccc(OC)cc2OC)CC1 | 6 | 14
O=C(Nc1ccccc1)N1CCc2c(nc3cc(-c4ccccc4Cl)[nH]n3c2=O)C1 | 43 | 0
COc1cc(CNc2cc(OC)c(OC)c(OC)c2)c([N+](=O)[O-])cc1OC | 41 | 2
CCCCn1c(SCC(N)=O)nc2sc3c(c2c1=O)CCC3 | 2 | -2
Cc1cc(N)c(-n2cc3c(=O)n(C)c(=O)n(C)c3c2)cc1C | 30 | 5
COc1cccc(CNC(=O)C(=O)NCc2ccc(Cl)cc2)c1 | -3 | -14
O=C1C(N2CCCN(S(=O)(=O)c3ccc4c(c3)CCC4)CC2)CCN1CC1CC1 (stereo unspecified) | 7 | 5
CCOc1ccc(NS(=O)(=O)N2CCCCC2)cc1 | -4 | -6
CCn1ncc(CN(C)C(=O)C2CN(C(=O)c3ccccc3)CC23CCCCC3)c1C (stereo unspecified) | 13 | 2

New compounds follow.
SMILES | mHTT CaM bind | Pf apPOL inh
Cc1ccc(N2C(=O)CC(C3CCCC=C3N3CCCCC3)C2=O)cc1 (stereo unspecified) | -7 | 5
COc1ccc(C(=O)Nc2ccc(NC(=O)c3ccc(Br)cc3)cc2)cc1 | -11 | 2
CC(=O)Nc1ccc(C(=O)NC2=NCCS2)cc1 | 1 | 10
Cc1ncc(CO)c2cc(C(=O)Nc3ccc(F)c(Cl)c3)c(=Nc3ccccc3)oc12 | 1 | 0
COc1cccc(C2CC(C(F)(F)F)n3ncc(C(=O)NCCCn4ccnc4)c3N2)c1 (stereo unspecified) | 4 | -2
O=C(c1cc2ccccc2s1)N1CCOCC1 | nt | 5&-12
O=C(C1CCCN(c2ncnc3c2nc2n3CCCCC2)C1)N1CCCCC1 (stereo unspecified) | 3 | 3
COc1cc(/C=C2/C(=O)N(c3cccc(Cl)c3)N=C2C)cc(OC)c1OC | 4 | -4
COc1ccc2c(=O)c(Oc3ccc(C(=O)NCC4CCCO4)cc3)c(C)oc2c1 (stereo unspecified) | 2&-2 | 1&-9
O=C(NCc1ccncc1)C1CCN(c2cccc(Cl)c2)C1=O (stereo unspecified) | 0 | -2
COc1ccc(C2CC(=O)C3=C(C2)Nc2ccccc2NC3c2ccncc2)cc1OC (stereo unspecified) | -1 | -5
CCOc1ccc(CN2CCCC2c2cc(C)on2)cc1 (stereo unspecified) | -8 | 4
Cc1cc(OCC(=O)Nc2cccc(C#N)c2)nc(N2CCc3ccccc3C2)n1 | 3 | -15
COc1ccc(N2CCN(C(=O)Cc3ccccc3)C(C)C2=O)cc1 (stereo unspecified) | -4 | -2
Cc1ccc(C=Nc2sc3c(c2C#N)CCCC3)o1 | 18 | nt
O=C(O)CCC(=O)Nc1ccc(S(=O)(=O)Nc2ccc(F)cc2)cc1 | 2 | -3
CN1[C@@H](Cc2ccccc2)COc2cccc(F)c2S1(=O)=O | -16 | -2
Cn1ccc(C(=O)N2CCCC2c2ccc(F)cc2)n1 (stereo unspecified) | -7 | 1
O=C(c1ccc([N+](=O)[O-])cc1)c1ccc2c(c1)C(=O)N(c1ccc(O)c(C(=O)O)c1)C2=O | 2 | 2
CCn1c(=O)c(C(=O)NCc2cccc(F)c2)nc2cccnc21 | 5 | 1
CCc1cccc(N=c2oc3c(C)ncc(CO)c3cc2C(N)=O)c1 | 5 | -4
CCOc1ccccc1N1CCN(C(=O)C2CCC2)C(C)C1=O (stereo unspecified) | 0 | 0
Cc1ccc(C(=O)N2CCc3c(c(-c4nc(-c5ccccc5F)no4)nn3C)C2)c(C)c1 | -1 | -4
CSc1nc(=O)[nH]n1-c1ccc([N+](=O)[O-])cc1[N+](=O)[O-] | nt | -13
Cc1ccc(C(=O)N2CCC(c3nncn3-c3ccccc3)CC2)cc1 | -4 | 2

Whole records, looked up by structure. Screens in order: mHTT CaM bind | Pf apPOL inh
Entry for Cc1cc(OCC(=O)Nc2cccc(C#N)c2)nc(N2CCc3ccccc3C2)n1 → 3 | -15
Entry for Cc1ncc(CO)c2cc(C(=O)Nc3ccc(F)c(Cl)c3)c(=Nc3ccccc3)oc12 → 1 | 0
Entry for CCn1c(=O)c(C(=O)NCc2cccc(F)c2)nc2cccnc21 → 5 | 1
Entry for Cn1ccc(C(=O)N2CCCC2c2ccc(F)cc2)n1 (stereo unspecified) → -7 | 1
Entry for Cc1ccc(N2C(=O)CC(C3CCCC=C3N3CCCCC3)C2=O)cc1 (stereo unspecified) → -7 | 5

(listing goes on)
SMILES | mHTT CaM bind | Pf apPOL inh
CC(=O)c1sc(NC(=O)c2ccccc2[N+](=O)[O-])nc1C | -19 | 0
COc1ccc(CNC(=O)CC2CCN(C(=O)C3CCCCC3)CC2)cc1 | 6 | -5
Cn1cnc2ccc(-c3noc(Cc4cccs4)n3)cc21 | 9 | 0
Cc1ccc(NC(=O)NCC2CCN(Cc3ccccc3Cl)CC2)cc1 | -4 | -3
Cc1ccc(N2C(=O)SC(N(CC(N)=O)c3ccc(C)cc3)C2=O)cc1 (stereo unspecified) | -20 | -1
Cc1cc(NC(=O)c2cn(Cc3cccc(F)c3)nc2OCc2cccc(F)c2)no1 | -5 | 3
COc1ccc(C2=NN(CCc3ccccn3)C(=O)C2)cc1 | 87* | 0
O=C(Nc1ccc(O)c(-c2nc3ccccc3o2)c1)c1ccc(Br)o1 | 1 | -2

A different layout for part of the listing above:
CCn1c(=O)c(C(=O)NCc2cccc(F)c2)nc2cccnc21
  mHTT CaM bind = 5
  Pf apPOL inh = 1
CCc1cccc(N=c2oc3c(C)ncc(CO)c3cc2C(N)=O)c1
  mHTT CaM bind = 5
  Pf apPOL inh = -4
CCOc1ccccc1N1CCN(C(=O)C2CCC2)C(C)C1=O (stereo unspecified)
  mHTT CaM bind = 0
  Pf apPOL inh = 0
Cc1ccc(C(=O)N2CCc3c(c(-c4nc(-c5ccccc5F)no4)nn3C)C2)c(C)c1
  mHTT CaM bind = -1
  Pf apPOL inh = -4

Ordered by formula weight (largest number first): 3 of the compounds above
SMILES | mHTT CaM bind | Pf apPOL inh
Cc1cc(NC(=O)c2cn(Cc3cccc(F)c3)nc2OCc2cccc(F)c2)no1 | -5 | 3
Cc1ccc(N2C(=O)SC(N(CC(N)=O)c3ccc(C)cc3)C2=O)cc1 (stereo unspecified) | -20 | -1
COc1ccc(C2=NN(CCc3ccccn3)C(=O)C2)cc1 | 87* | 0
